Screening data as filed in PubChem.
Pol iota inh – DNA polymerase iota (human) inhibition. Potency, µM (doses to about 115 µM), without a hit: at the top dose activity, negative = inhibition, most hits filed as inhibitors. AID 588590. 390,000 compounds, 1% hits. Pol iota fluorescent replication assay, 10 min
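Fluorescent replication assay read twice, at 0 min and 10 min after adding 50 nM (final) substrate. Enzyme (10 nM) and compounds were first incubated 15 min at room temperature; enzyme-free buffer wells were negative controls.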
Pin1 inhibitor – human Pin1 inhibition | Q13526 | Pin1 FP peptide displacement, HiFluor488, 10 min | Potency, µM (top dose mostly 115 µM), for the others: at the highest dose activity, negative = inhibition, hits mostly inhibitors | 390,000 compounds, 0.009% hits; active = well fitted inhibition curve with a large enough effect in the polarisation, with a control signal flat, not every such curve was filed as active; inconclusive = small, poorly fitted or top-dose-only effect, or effect the other way, or a change in a side signal; inactive = no such curve, though single readings can be large or run the other way; the % refers to the polarisation; also: % is scaled to controls: 0 for no effect and ±100 for the full control effect
BAZ2B block – BAZ2B (human) inhibition; AlphaScreen BAZ2B-H3K14Ac peptide displacement; Potency, µM (titrated, usually from 114 µM), inactives show top-dose activity change, negative = inhibition, hits mostly inhibitors; Q9UIF8; 360,000 compounds, 4.4% hits; also: % is scaled to controls: 0 for no effect and ±100 for the full control effect; nearly all actives have a fitted effect of over 60% in size
Target sequence (Q9UIF8 whole entry, looked up): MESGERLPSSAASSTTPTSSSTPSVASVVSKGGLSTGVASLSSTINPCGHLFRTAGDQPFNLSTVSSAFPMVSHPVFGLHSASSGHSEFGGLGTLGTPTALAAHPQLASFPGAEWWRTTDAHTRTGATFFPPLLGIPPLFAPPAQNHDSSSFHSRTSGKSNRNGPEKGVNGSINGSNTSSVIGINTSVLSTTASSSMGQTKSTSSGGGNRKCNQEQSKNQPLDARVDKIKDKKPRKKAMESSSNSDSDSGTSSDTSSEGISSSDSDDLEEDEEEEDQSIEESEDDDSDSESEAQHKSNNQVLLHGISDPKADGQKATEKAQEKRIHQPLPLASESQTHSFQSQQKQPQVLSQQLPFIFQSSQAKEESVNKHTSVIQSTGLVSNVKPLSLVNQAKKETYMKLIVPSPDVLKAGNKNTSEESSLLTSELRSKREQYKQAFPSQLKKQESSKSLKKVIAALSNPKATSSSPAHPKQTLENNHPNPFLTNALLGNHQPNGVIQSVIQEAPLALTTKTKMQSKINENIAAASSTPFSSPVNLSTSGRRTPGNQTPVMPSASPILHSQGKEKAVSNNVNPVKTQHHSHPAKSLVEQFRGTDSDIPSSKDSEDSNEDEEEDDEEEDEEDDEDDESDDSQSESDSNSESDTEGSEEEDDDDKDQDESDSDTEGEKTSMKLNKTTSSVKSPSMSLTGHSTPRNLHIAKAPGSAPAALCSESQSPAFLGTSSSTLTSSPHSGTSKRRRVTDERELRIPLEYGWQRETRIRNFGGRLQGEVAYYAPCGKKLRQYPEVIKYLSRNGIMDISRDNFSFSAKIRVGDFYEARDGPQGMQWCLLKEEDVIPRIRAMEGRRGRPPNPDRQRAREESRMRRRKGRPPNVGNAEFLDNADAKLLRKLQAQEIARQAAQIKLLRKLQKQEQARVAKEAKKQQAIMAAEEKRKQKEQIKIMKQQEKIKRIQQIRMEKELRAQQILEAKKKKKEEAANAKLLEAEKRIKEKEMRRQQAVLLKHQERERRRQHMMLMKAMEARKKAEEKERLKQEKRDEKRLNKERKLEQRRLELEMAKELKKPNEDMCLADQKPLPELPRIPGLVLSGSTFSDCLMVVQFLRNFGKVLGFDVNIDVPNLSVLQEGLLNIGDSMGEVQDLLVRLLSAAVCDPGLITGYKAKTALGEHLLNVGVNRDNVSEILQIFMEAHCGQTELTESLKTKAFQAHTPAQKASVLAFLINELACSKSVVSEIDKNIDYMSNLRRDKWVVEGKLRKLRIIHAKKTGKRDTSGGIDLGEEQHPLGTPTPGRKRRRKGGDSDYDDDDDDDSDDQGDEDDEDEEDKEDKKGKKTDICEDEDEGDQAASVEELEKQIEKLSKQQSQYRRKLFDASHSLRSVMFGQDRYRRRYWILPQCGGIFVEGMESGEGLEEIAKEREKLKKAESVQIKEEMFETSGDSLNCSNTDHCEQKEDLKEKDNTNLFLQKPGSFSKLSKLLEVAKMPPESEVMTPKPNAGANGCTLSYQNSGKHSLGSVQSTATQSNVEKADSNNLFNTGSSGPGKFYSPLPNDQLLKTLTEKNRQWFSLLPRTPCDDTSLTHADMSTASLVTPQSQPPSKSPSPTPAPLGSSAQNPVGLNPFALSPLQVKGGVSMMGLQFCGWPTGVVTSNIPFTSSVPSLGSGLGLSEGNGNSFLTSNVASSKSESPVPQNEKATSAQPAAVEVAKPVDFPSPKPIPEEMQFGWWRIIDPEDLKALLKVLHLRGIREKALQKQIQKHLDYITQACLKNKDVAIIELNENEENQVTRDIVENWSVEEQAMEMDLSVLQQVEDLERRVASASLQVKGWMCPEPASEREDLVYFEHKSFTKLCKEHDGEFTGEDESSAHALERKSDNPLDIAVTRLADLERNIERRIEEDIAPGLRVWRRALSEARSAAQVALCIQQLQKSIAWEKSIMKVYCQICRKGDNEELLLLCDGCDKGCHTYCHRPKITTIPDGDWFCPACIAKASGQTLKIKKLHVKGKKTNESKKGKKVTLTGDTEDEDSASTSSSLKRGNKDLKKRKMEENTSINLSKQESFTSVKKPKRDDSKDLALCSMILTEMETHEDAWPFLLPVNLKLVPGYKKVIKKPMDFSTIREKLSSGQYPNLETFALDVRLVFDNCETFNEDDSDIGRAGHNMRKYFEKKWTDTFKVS
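Protein-peptide AlphaScreen: BAZ2B 50 nM, b-H3K14Ac 50 nM, 1x PBS pH 7.4 + 0.01% Tween-20. Preincubation 30 min RT; cpd 30 min RT (top 110 uM); beads 20 min RT, light-protected.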
GLS inh – glutaminase GLS (human) inhibition; O94925; GLS enzymatic activity, qHTS titration; Potency, µM (series often up to 45.5 µM), for the others: top-dose activity change, negative = inhibition, actives largely listed as inhibitors; 410,000 compounds, 0.21% hits; also: % is scaled to controls: 0 for no effect and ±100 for the full control effect
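Glutamate formation by hKGA was monitored fluorometrically using coupled glutamate oxidase, HRP and Amplex Red. Substrate was added as 1 mM L-glutamine solution; incubation was 30 min at RT after an initial read.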
HP1b chromo inh – blocks HP1-beta chromodomain binding to methylated histone tails | AlphaScreen HP1-beta / biotin-H3K9me3 peptide binding | Potency, µM (titrated, usually from 114 µM), for the others: at the highest dose activity change, negative = inhibition, most hits filed as inhibitors | P83916 | 390,000 compounds, 0.56% hits; also: nearly all actives have a fitted effect of over 70% in size; inactives centre near 23
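AlphaScreen: HP1-beta (50 nM) preformed 30 min with biotin-H3(1-18)K9me3 peptide (50 nM) in PBS pH 7.4, 0.01% Tween-20. Compound added for 30 min at RT, then streptavidin donor/nickel chelate acceptor beads (10 ug/mL) for 30 min.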
Tb PGK inh – inhibitors of T. brucei phosphoglycerate kinase; 380,000 compounds, 0.043% hits; AID 602233; P07378; PGK/GAPDH coupled, Kinase-Glo luminescence, 60 min; Potency, µM (top dose mostly 57.5 µM), for the others: top-dose activity change, negative = inhibition, most hits filed as inhibitors; also: % is scaled to controls: 0 for no effect and ±100 for the full control effect; nearly all actives have a fitted effect of over 60% in size
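Luminescent ATP detection (Kinase-Glo Plus) follows a 60-minute room-temperature incubation, with wells lacking PGK as controls. Buffer: 100 mM TEA (pH 7.6), 5 mM MgCl2, 0.01% Tween-20. Coupling enzyme GAPDH (100 nM final) supplies unstable 1,3-BPG in-well.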
BLM inh – inhibitors of human Bloom syndrome helicase BLM. P54132. recombinant BLM DNA unwinding, fluorescence dequenching. Potency, µM (top dose mostly 56.1 µM), inactives show at the highest dose activity change, negative = inhibition, usual class: inhibitors. 350,000 compounds, 0.2% hits;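 also: plate controls were vehicle for no effect and no enzyme for full effect; nearly all actives have a fitted effect of over 35% in size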
G9a inh – inhibitors of human histone lysine methyltransferase G9a; Q96KQ7; 350,000 compounds, 8.8% hits; Potency, µM (doses to about 102 µM), for inactives: at the highest dose activity, negative = inhibition, actives largely listed as inhibitors; G9a H3K9 monomethylation, AlphaScreen, 2 h; also: % is scaled to controls: 0 for no effect and ±100 for the full control effect; nearly all actives have a fitted effect of over 75% in size
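Step 1: enzyme (final 20 nM) with compound, 15 min RT. Step 2: substrate peptide 500 nM and SAM 20 uM, 2 h RT. Step 3: anti-H3K9me1 antibody and AlphaScreen beads, 10 min, then plate read.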
JMJD2A Tudor inh – JMJD2A Tudor domain (human) inhibition; AlphaScreen JMJD2A-Tudor / H3K4me3 peptide binding; 390,000 compounds, 4.4% hits; Potency, µM (titrated, usually from 114 µM), inactives show top-dose activity change, negative = inhibition, hits mostly inhibitors; also: % is scaled to controls: 0 for no effect and ±100 for the full control effect; nearly all actives have a fitted effect of over 50% in size
* = called active by the depositor; i = inactive; ? = inconclusive; . = not tested or not shown; [ ] = dose if it differs, or a comment. Unless noted, calls follow the shape of the dose curve; as a rule, active = well fitted curve in the direction sought with a large enough effect; inconclusive = small, poorly fitted or top-dose-only effect, or another doubt; inactive = no such curve, though single readings can be large; an effect the other way counts as inactive or inconclusive. Potency is read from the fitted curve at half-maximal effect. Some of the compounds tested; the hit share may differ from the screen's.

1. Cc1ccsc1CN(C)C(=O)CCc1nnc(COc2ccccc2)o1
2. CCOC(=O)C1CCCN(C2CC(=O)N(c3ccc(C)cc3)C2=O)C1 (configuration not stated)
3. CC(C)(C)C(=O)Nc1c2c(nn1-c1ccc(F)cc1)CSC2
4. COc1ccc([N+](=O)[O-])cc1N(CC(=O)N1CCCC1)S(C)(=O)=O
5. CN(C)CCNc1nc2c(c(=O)[nH]c(=O)n2C)n1CCCc1ccccc1
6. O=C(Cc1cccc(C(F)(F)F)c1)NCC(c1ccco1)N1CCCCC1 (configuration not stated)
7. Cc1cc(=O)oc2cc(O)cc(OCc3ccccc3)c12
8. Cc1cc(=O)n2[nH]c(CCC(=O)O)nc2n1
9. CC1(C)Cc2c(c(N3CCCC3)nc3sc(C(=O)Nc4ccccc4)c(N)c23)CO1
10. O=C(/C=C/c1ccc([N+](=O)[O-])cc1)Nc1cccc(C(=O)Nc2ccccc2C(=O)O)c1
entry no.	1	2	3	4	5	6	7	8	9	10
Tb PGK inh	6%	4%	-1%	6%	-10%	-4%	-1%	-10%	-1%	?
JMJD2A Tudor inh	-14%	-9%	-14%	-10%	-11%	-8%	-14%	-11%	18%	?
HP1b chromo inh	3%	30%	14%[57 µM]	44%[activator]	33%	41%[activator]	45%[activator]	1%	73%[activator]	?
Pin1 inhibitor	-9%	-3%	3%	-3%	0%	-2%	3%	-8%	-1%	.
GLS inh	11%	-2%	20%	1%	17%	0%	1%	7%	-4%	?
Pol iota inh	62%[activator]	5%	11%	-7%	10%	74%[activator]	?	38%[activator]	-5%	?
BAZ2B block	0%	1%	-12%	1%	9%	-29%	.	-3%	-3%	?
G9a inh	18%[12.7 µM]	?	63%[activator][59 µM]	6%[59 µM]	20%	1%	.	-36%	?	45µM*
BLM inh	-2%	-4%	-4%	-5%	-10%	-2%	.	-1%	-10%	-11%

11. COc1ccc(C(=O)Nc2ccc(C(=O)N3CCOCC3)cc2)cc1OC
12. O=c1c([N+](=O)[O-])cccn1Cc1ccc(F)cc1Cl
13. Cc1ccc(-c2nnn(CCOc3cccc(Br)c3)n2)cc1
14. C=C(C)C(=O)Nc1cccc(C2=NOC3(C2)C[C@@H](C(N)=O)N(C(=O)c2ccc(OC)cc2)C3)c1 (some centres not stated)
15. C=CCNC(=S)NCc1ccccc1
16. CC(C)Oc1ccc(NC(=O)C2CCCNC2=O)cc1 (configuration not stated)
17. Cc1cc(C)c(OCC(=O)OCC(=O)N2CCN(C(=O)c3ccco3)CC2)c(C)c1
18. O=S(=O)(c1ccc(F)cc1)N1CCN(c2nc(-c3cccnc3)nc3ccccc23)CC1
19. C=CCOc1ccccc1CN1CCCCCC1
20. COc1cc2c(cc1OC)C(NNC(=O)c1ccc(Br)o1)=NC(C)(C)C2
entry no.	11	12	13	14	15	16	17	18	19	20
Tb PGK inh	-2%	5%	-2%	2µM*	i	i	8%	i	6%	3%
JMJD2A Tudor inh	2%	-6%	-19%	2.8µM*	-5%	5%	-5%	-26%	1.4µM*	4%
HP1b chromo inh	15%	16%	10%	3.2µM*	33%	17%	9%	17%	?	29%
Pin1 inhibitor	-6%	-8%	-7%	32µM*	10%	5%	-10%	51%[activator]	-4%	0%
GLS inh	7%	2%	5%	?	-8%	-2%	23%	-2%	-2%	-4%
Pol iota inh	112%[activator]	130%[activator]	-1%	7.1µM*	30%[activator]	32%[activator]	16%	-10%	90%[activator]	-3%
BAZ2B block	-1%	16%	3%	1.8µM*	-1%	5%	15%	0%	?	-21%
G9a inh	25%	0%	33%[59 µM]	?	.	-5%[59 µM]	?	?	.	35%
BLM inh	-2%	-7%	-1%	-7%	-2%	-1%	.	.	3%	1%

21. CCCCOc1ccc(-c2nnn(CC(=O)NCc3ccco3)n2)cc1
22. Cc1cc(-c2csc(N)n2)c(C)n1CCC(C)C
23. CC(C)NC(=O)c1cccc(Cn2cc(Cl)cn2)c1
24. O=C(CN(C(=O)c1ccccc1)N1C(=O)CCC1=O)c1cccs1
25. c1ccc(-c2cc3n(c2)CCc2ccccc2-3)cc1
26. CC(C)CNc1oc(-c2ccc(F)cc2)nc1C#N
27. O=C(NCc1cccnc1)c1ccc(Cl)c(Cl)c1
28. COc1ccc(-c2cc(C(=O)N3CCCCCC3)c3cc(C)ccc3n2)cc1
29. O=C(Nc1ccc(N2CCOCC2)c(F)c1)c1cccs1
30. CCn1c(C(C)NC(=O)c2cccs2)nc2ccccc21 (configuration not stated)
entry no.	21	22	23	24	25	26	27	28	29	30
Tb PGK inh	.	-3%	-8%	-7%	3%	-6%	-10%	1%	-14%	-2%
JMJD2A Tudor inh	-16%	50µM*	2%	3%	?	-13%	-5%	-11%	-19%	-22%
HP1b chromo inh	1%	-31%	35%	26%	-16%	15%	17%	35%[activator]	28%	37%
Pin1 inhibitor	-2%	?	-2%	0%	7%	?	13%	3%	-14%	2%
GLS inh	-4%	12%	-4%	-4%	10%	-5%	-1%	1%	22%	7%
Pol iota inh	?	?	8%	-12%	1%	-15%	11%	20%	26%	20%
BAZ2B block	-5%	?	-6%	-2%	-33%	-5%	-3%	-2%	-3%	12%
G9a inh	-10%	10µM*	?	26%	3.2µM*	?	-3%[12.7 µM]	49%[activator]	.	-36%
BLM inh	-4%	-15%	4%	-3%	-11%	-6%	3%	-5%	-3%	-2%

31. Nc1nccnc1C(=O)OCC(=O)NNC(=O)c1ccccc1
32. CCc1nn2c(=O)cc(COC(=O)c3cccc(NC(=O)c4cccs4)c3)nc2s1
33. N#Cc1c(-c2ccccc2)nc(-c2ccncc2)[nH]c1=O
34. O=C(Nc1ccc(OC(F)(F)F)cc1)C1CCCN(S(=O)(=O)c2cccnc2)C1 (configuration not stated)
35. CN1CCN(c2oc(-c3ccc([N+](=O)[O-])cc3)nc2C#N)CC1
36. COc1ccc(Cn2c(=O)[nH]c3cc(C(=O)N4CCN(c5cccc(Cl)c5)CC4)ccc3c2=O)cc1
37. Cc1sc2ncnc(NCC(O)c3ccc([N+](=O)[O-])cc3)c2c1C (configuration not stated)
38. Cc1sc2nc(CN3CCOCC3)nc(N3CCN(S(=O)(=O)c4ccccc4)CC3)c2c1C
39. COc1ccc(NS(=O)(=O)c2cccc(C(=O)OCC(=O)c3c(N)n(C)c(=O)n(C)c3=O)c2)cc1
40. COC(=O)C1=C(C)NC(=O)NC1c1ccc(N2CCC(c3ccccc3)=N2)cc1 (configuration not stated)
entry no.	31	32	33	34	35	36	37	38	39	40
Tb PGK inh	-9%	i	-6%	-4%	-3%	3%	-2%	-8%	-7%	3%
JMJD2A Tudor inh	-14%	-16%	-9%	-23%	-6%	-12%	-26%	-28%	-23%	?
HP1b chromo inh	44%[activator]	7%	28%	34%	34%	18%	0%	13%	7%	33%
Pin1 inhibitor	-8%	6%	9%	?	-1%	-10%	-4%	2%	-4%	?
GLS inh	1%	-7%	23%	2%	10%	6%	-21%	-1%	13%	34%[activator]
Pol iota inh	-8%	89µM*	-26%	4%	-3%	3%	0%	12%	44%[activator]	123%[activator]
BAZ2B block	-38%	-2%	-2%	-3%	-19%	1%	-18%	-34%	.	4%
G9a inh	?	13%[59 µM]	-2%	-18%	29%[12.7 µM]	-3%[59 µM]	5%[59 µM]	-1%[12.7 µM]	.	?
BLM inh	-7%	-12%	-1%	-6%	-3%	0%	1%	.	.	-5%

From no. 31 to 35, as listed above:
31. Nc1nccnc1C(=O)OCC(=O)NNC(=O)c1ccccc1
32. CCc1nn2c(=O)cc(COC(=O)c3cccc(NC(=O)c4cccs4)c3)nc2s1
33. N#Cc1c(-c2ccccc2)nc(-c2ccncc2)[nH]c1=O
34. O=C(Nc1ccc(OC(F)(F)F)cc1)C1CCCN(S(=O)(=O)c2cccnc2)C1 (configuration not stated)
35. CN1CCN(c2oc(-c3ccc([N+](=O)[O-])cc3)nc2C#N)CC1
entry no.	31	32	33	34	35
Tb PGK inh	-9%	i	-6%	-4%	-3%
JMJD2A Tudor inh	-14%	-16%	-9%	-23%	-6%
HP1b chromo inh	44%[activator]	7%	28%	34%	34%
Pin1 inhibitor	-8%	6%	9%	?	-1%
GLS inh	1%	-7%	23%	2%	10%
Pol iota inh	-8%	89µM*	-26%	4%	-3%
BAZ2B block	-38%	-2%	-2%	-3%	-19%
G9a inh	?	13%[59 µM]	-2%	-18%	29%[12.7 µM]
BLM inh	-7%	-12%	-1%	-6%	-3%

Next results
41. Cc1ccc(-n2ncc3c(Nc4cccc(Cl)c4)ncnc32)c(C)c1
42. COc1ccc(N2CCN(C(=O)CCn3nnc4ccccc43)CC2)cc1
43. Cc1cc(Br)ccc1OCCOCCN1CCCC1
44. CCOC(=O)c1c(SCCN2CCCCC2)n(-c2ccccc2)c(=S)n(-c2ccccc2)c1=O
45. COC(=O)C1=C(C)N(Cc2ccccc2)C(=NCc2ccc(OC)cc2)N[C@H]1c1cccc(F)c1
entry no.	41	42	43	44	45
Tb PGK inh	-5%	i	-9%	-1%	-7%
JMJD2A Tudor inh	-17%	-2%	25µM*	-3%	?
HP1b chromo inh	37%	13%	2%	24%	0%
Pin1 inhibitor	9%	-8%	-3%	0%	-8%
GLS inh	-20%	30%	5%	8%	-4%
Pol iota inh	-3%	13%	?	7%	-6%
BAZ2B block	1%	2%	?	.	?
G9a inh	-2%[59 µM]	-16%[59 µM]	.	.	79µM*
BLM inh	-13%	0%	4%	.	-4%
